# Assay outcomes (PubChem)
# Menin-MLL TR inh = qHTS Assay for Inhibitors Targeting the Menin-MLL Interaction in MLL Related Leukemias: Competition With Texas Red Labeled MLL-derived Mutant Peptide | Potency, µM (series often up to 61.6 µM), for inactives: at the top dose FP activity change, negative = inhibition, most hits filed as inhibitors | actives 0.23% (n = 270,000) | Menin + Texas Red MLL mutant peptide, fluorescence polarization | O00255; active = well fitted inhibition curve with a large enough effect in the polarisation, with a control signal flat, not every such curve was filed as active; inconclusive = small, poorly fitted or top-dose-only effect, or effect the other way, or a change in a side signal; inactive = no such curve, though single readings can be large or run the other way; the % refers to the polarisation; also: potency is read from the fitted curve at half-maximal effect; % of control where 0% means no effect; many of its hits are not listed in these tables
# FLuc modulator = qHTS profiling assay for firefly luciferase inhibitor/activator using purifed enzyme and Km concentrations of substrates (counterscreen for miR-21 project) | actives 6.9% (n = 360,000) | purified FLuc, Km substrates, luminescence inhibition | AID 588342, 2011 | Potency, µM (top dose mostly 57.5 µM), for inactives: at the top dose activity change, negative = inhibition, most hits filed as inhibitors | Luciferin 4-monooxygenase (Photinus pyralis), P08659;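 also: potency is read from the fitted curve at half-maximal effect; plate controls were vehicle for no effect and reference inhibitor for full effect; nearly all actives have a fitted effect of over 55% in size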
#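 Biochemical qHTS of compounds, final roughly 60 µM downward over six points, against 10 nM purified firefly luciferase using Km concentrations of substrates (10 uM D-luciferin, 10 uM ATP) in Tris acetate pH 7.5 buffer; luminescence output.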
# MBNL1-CUG inh = qHTS Assay for Inhibitors of MBNL1-poly(CUG) RNA binding | Muscleblind-like protein 1 (Homo sapiens), Q9NR56 | TR-FRET MBNL1-His/biotin-(CUG)12 binding, 665/545 ratio | Potency, µM (titrated, usually from 57.5 µM), inactives show top-dose activity change, negative = inhibition, most hits filed as inhibitors | actives 0.036% (n = 280,000); active = well fitted inhibition curve with a large enough effect in the signal ratio, with a control signal flat, not every such curve was filed as active; inconclusive = small, poorly fitted or top-dose-only effect, or effect the other way, or a change in a side signal; inactive = no such curve, though single readings can be large or run the other way; the % refers to the signal ratio; also: potency is read from the fitted curve at half-maximal effect; % is scaled to controls: 0 for no effect and ±100 for the full control effect
#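 Compound titration spanned 92 nM–58 uM against the MBNL1-His/biotin-(CUG)12 complex. After 60 min at room temperature with 5 nM streptavidin-XL665 and 0.055 ng/ul terbium anti-His, ratiometric 665/545 nm emission (Ex 340 nm) normalized to controls.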
# KCNH2 3.1 inh = qHTS for Inhibitors of KCHN2 3.1: Mutant qHTS; U2OS KCNH2 3.1, thallium flux FluxOr; stronger effect = lower value; actives 0.95% (n = 340,000); AID 720553, 2013; activity change, % (tested at about 1.8 µM);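 active = maximum activity change below -70%; inconclusive = maximum activity change from -70% to -50%; inactive = maximum activity change above -50%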;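 also: thallium influx rate constant from kinetic fluorescence after stimulation buffer; % is scaled to controls: 0 for no effect and ±100 for the full control effect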
#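 Measured as rate of thallium-driven FluxOr signal in transduced U2OS cells carrying the 3.1 channel, read kinetically for 2 min upon stimulation; values are rate constants scaled to DMSO control wells.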
# PKM2 activator = qHTS Assay for Activators of Human Muscle isoform 2 Pyruvate Kinase. actives 0.34% (n = 260,000). Potency, µM (doses to about 57.5 µM), for the others: at the top dose activation, most hits filed as activators. Pyruvate kinase PKM (Homo sapiens), P14618. purified PKM2, Kinase-Glo ATP luminescence, activation; response scale: 0% is enzyme alone, no compound; also: potency is read from the fitted curve at half-maximal effect; % is scaled to controls: 0 for no effect and ±100 for the full control effect; nearly all actives have a fitted effect of over 55% in size
# Target sequence (P14618 whole entry, looked up, canonical isoform): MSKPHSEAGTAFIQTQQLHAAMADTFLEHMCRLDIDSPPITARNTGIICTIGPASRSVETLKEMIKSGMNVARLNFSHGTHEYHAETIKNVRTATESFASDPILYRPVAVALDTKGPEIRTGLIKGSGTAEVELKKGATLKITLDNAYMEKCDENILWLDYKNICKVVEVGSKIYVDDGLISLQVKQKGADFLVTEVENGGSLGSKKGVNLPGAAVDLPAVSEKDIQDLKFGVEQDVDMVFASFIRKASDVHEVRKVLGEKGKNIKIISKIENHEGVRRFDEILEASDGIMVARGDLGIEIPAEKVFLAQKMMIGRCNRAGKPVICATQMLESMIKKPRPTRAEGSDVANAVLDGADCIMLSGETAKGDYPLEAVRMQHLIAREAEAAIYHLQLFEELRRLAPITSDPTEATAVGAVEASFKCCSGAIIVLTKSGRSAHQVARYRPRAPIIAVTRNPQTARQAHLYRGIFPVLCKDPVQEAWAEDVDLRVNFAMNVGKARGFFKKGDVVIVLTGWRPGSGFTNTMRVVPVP
#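 Purified hPK-M2 (>95% pure) converted ADP (0.1 mM final) to ATP with 0.5 mM PEP in 50 mM imidazole pH7.2, KCl, MgCl2, Tween 20, BSA; 1 h at room temperature. ATP detected by Kinase-Glo luminescence.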
# RORg inh = qHTS for inhibitors of ROR gamma transcriptional activity; Potency, µM (doses to about 53.6 µM), without a hit: at the highest dose activity change, negative = inhibition, usual class: inhibitors; actives 5.4% (n = 310,000); Nuclear receptor ROR-gamma (Mus musculus), P51450; Drosophila S2 Gal4-RORgamma UAS-luciferase reporter, 20 h; AID 2551, 2010; also: potency is read from the fitted curve at half-maximal effect; % is scaled to controls: 0 for no effect and ±100 for the full control effect; nearly all actives have a fitted effect of over 60% in size
# Target sequence (P51450 whole entry, looked up, the tested form may be a part): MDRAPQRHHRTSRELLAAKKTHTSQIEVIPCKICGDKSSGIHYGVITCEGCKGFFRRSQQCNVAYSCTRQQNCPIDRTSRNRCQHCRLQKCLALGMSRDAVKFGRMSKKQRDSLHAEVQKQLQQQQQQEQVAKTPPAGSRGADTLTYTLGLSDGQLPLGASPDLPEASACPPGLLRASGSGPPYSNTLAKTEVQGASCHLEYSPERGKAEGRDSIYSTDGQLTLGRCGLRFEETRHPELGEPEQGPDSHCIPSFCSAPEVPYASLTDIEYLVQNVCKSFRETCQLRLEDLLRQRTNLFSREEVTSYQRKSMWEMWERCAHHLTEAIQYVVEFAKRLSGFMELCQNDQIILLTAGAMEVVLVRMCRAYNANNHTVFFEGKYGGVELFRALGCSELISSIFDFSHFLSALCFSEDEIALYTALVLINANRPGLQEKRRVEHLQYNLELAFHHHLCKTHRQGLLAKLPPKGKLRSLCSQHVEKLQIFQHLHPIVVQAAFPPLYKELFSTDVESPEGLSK
#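 Compounds are pin-transferred onto Drosophila Schneider cells expressing a copper-inducible Gal4–ROR gamma transactivation domain fusion. After 1 hr, copper sulfate is added to 700 uM final; luciferase is read 20 hr later.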
# ELG1 DNA repair = qHTS screen for small molecules that inhibit ELG1-dependent DNA repair in human embryonic kidney (HEK293T) cells expressing luciferase-tagged ELG1. HEK293T ELG1-luciferase reporter, luminescence, 16 h; DNA damage induced by 5-fluorouridine. Potency, µM (series often up to 46.1 µM), without a hit: at the highest dose activity change, negative = inhibition, most hits filed as inhibitors. actives 2.3% (n = 330,000). AID 504467, 2011; also: potency is read from the fitted curve at half-maximal effect; % is scaled to controls: 0 for no effect and ±100 for the full control effect; nearly all actives have a fitted effect of over 55% in size
#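 HEK293T cells expressing luciferase-tagged ELG1 (2,000/well) received 5-Fluorouridine plus compound or DMSO for 16 hr at 37 °C. Luciferase was read by ONE-Glo luminescence after 30 min at room temperature.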
# NPC1 prom act = qHTS Assay for NPC1 Promoter Activators; Huh7 NPC1 promoter luciferase reporter, 24 h; Potency, µM (series often up to 9.22 µM), for inactives: at the top dose activation, usual class: activators; actives 2.4% (n = 320,000);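 also: potency is read from the fitted curve at half-maximal effect; % of control where 0% means no effect; nearly all actives have a fitted effect of over 60% in size; reporter is driven by a mutant NPC1 promoter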
#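 Stably transfected Huh7 (NPC1 promoter→luciferase), 1500 cells/well in Opti-MEM + 10% FBS, 2 h settle, then compound 24 h at 37 °C. Luminescence after 10 min with Amplite reagent.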
# Gal4-VP16 FLuc = VP16 counterscreen qHTS for inhibitors of ROR gamma transcriptional activity. actives 3.5% (n = 310,000). Drosophila S2 Gal4-VP16 UAS-luciferase, luminescence, 20 h. Potency, µM (series often up to 53.6 µM), for the others: at the top dose activity, negative = inhibition, hits mostly inhibitors. AID 2546, 2010;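 also: Gal4-VP16 expression switched on by copper sulfate through the metallothionein promoter; potency is read from the fitted curve at half-maximal effect; % is scaled to controls: 0 for no effect and ±100 for the full control effect; nearly all actives have a fitted effect of over 50% in size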
# Mito fusion act = qHTS Assay for Small Molecule Inhibitors of Mitochondrial Division or Activators of Mitochondrial Fusion; actives 0.23% (n = 320,000); S. cerevisiae fusion-defective mutant growth rescue, CellTiterGlo 48 h; Potency, µM (titrated, usually from 46.1 µM), without a hit: at the highest dose growth rescue (activation), most hits filed as activators;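 also: potency is read from the fitted curve at half-maximal effect; % of control where 0% means no effect; nearly all actives have a fitted effect of over 45% in size; temperature-sensitive fusion mutants such as fzo1-1 at 37 °C on non-fermentable ethanol glycerol medium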
#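 Growth-rescue viability read-out: after 48 h at the non-permissive 37C in glycerol/ethanol YPEG, yeast mitochondrial fusion mutants are measured by CellTiterGlo luminescence; compounds (23 nl pinned per well) restoring growth score as division inhibitors or fusion activators.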
# Rab9 promoter act = qHTS Assay for Rab9 Promoter Activators | actives 2.8% (n = 320,000) | Huh7 Rab9 promoter-luciferase reporter, luminescence, 24 h | AID 485297, 2010 | Potency, µM (titrated, usually from 9.22 µM), for inactives: top-dose activation, negative = inhibition, hits mostly activators; also: potency is read from the fitted curve at half-maximal effect; % of control where 0% means no effect; nearly all actives have a fitted effect of over 60% in size
#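 Quantitative HTS format; Huh7 Rab9-luciferase reporter cells (1500/well) receive compound 2 h post-plating, incubate 24 h at 37 °C, then get luciferase reagent for 10 min before luminescence reading.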
# The depositor's hits bear a star; ? = inconclusive; · = no result given; & = joins results of further samples; [ ] = remark or other dose. Unless noted, calls follow the shape of the dose curve; as a rule, active = well fitted curve in the direction sought with a large enough effect; inconclusive = small, poorly fitted or top-dose-only effect, or another doubt; inactive = no such curve, though single readings can be large; an effect the other way counts as inactive or inconclusive.
SMILES,Menin-MLL TR inh,FLuc modulator,MBNL1-CUG inh,KCNH2 3.1 inh,PKM2 activator,RORg inh,ELG1 DNA repair,NPC1 prom act,Gal4-VP16 FLuc,Mito fusion act,Rab9 promoter act
O=C(N/N=C1\SCC(=O)N1CCc1ccccc1)c1cccs1,-6%,1%,-5%,0,0%,-9%,14%,-4%,-1%,2%,-7%
CSc1nc2sc3c(c2c(=O)n1C)CCC3,-11%,-6%,5%,-12,1%,·,11%,0%,·,-3%,-2%
CCC(=O)c1cn(CC(=O)Nc2ccc(C)cc2C)c2ccccc12,14%,1%,7%,-4,0%,24%,-24%,-2%,-16%,-4%,0%
Cc1ccc(-n2c(CNc3ccc(F)cc3)nnc2SCC(=O)NCc2ccco2)cc1,-1%,1%,-8%,2,?,15%,-1%,-2%,9%,-1%,-3%
O=[N+]([O-])c1ccc(CS(=O)(=O)c2ccc(Cl)cc2)cc1,16%,1%,?,11,·,19%,-11%,-3%,-19%,1%,-1%
O=c1[nH]nc(CNc2ccc(OC(F)(F)F)cc2)c2ccccc12,3%,?,0%,0,5%,43%,-20%,5%,0%,-1%,14%
COCCNC(=O)/C(C#N)=C/c1c(N2CC(C)OC(C)C2)nc2ccccn2c1=O (stereo unspecified),3%,0%,?,8,-3%,-8%,-2%,-3%,3%,-2%,-13%
CCOC(=O)c1cn2nc(N3CCCCC3)ccc2n1,·,0.95µM*,-5%,5,-14%,?,?,0.32µM*,?,-5%,0.13µM*
Clc1ccc(-c2nnc3c4ccccc4nc(N4CCOCC4)n23)cc1Cl,-10%,?,2%,6,1%,?,-24%,1%,13%,12%,2%
Cc1nnc(NC(=O)NCN2C(=O)C3C4C=CC(C4)C3C2=O)s1 (stereo unspecified),-13%,2%,-2%,-4,-1%,-6%,-3%,3%,-4%,1%,0%
CCCCn1c(N)c(N(Cc2ccccc2OC)C(=O)C2=COCCO2)c(=O)[nH]c1=O,·,-1%,·,-4,·,·,12%,3%,·,-6%,3%
Cc1ccc(NC(=O)CN2C(=O)CCSc3ccc(S(=O)(=O)N4CCCC4)cc32)cc1C,6%,-1%&-11%,-11%,-7,-1%[0.46 µM],26%,?,0%,-1%,-9%,-6%
COc1ccc(N(CC(=O)NCc2cccnc2)S(=O)(=O)c2c(C)nn(C)c2C)cc1,-10%[11.7 µM],4%,4%,-2,-14%,-3%,-3%,-3%,1%,1%,5%
CCOC(=O)N1CCC(N2C(=O)c3ccccc3C2Nc2ccccc2C)CC1 (stereo unspecified),-6%,1%,1%,3,1%,-8%,4%,-2%,-3%,3%,-4%
CN(C(=O)CSc1nc2ccccc2n1CCc1ccccc1)C1CCS(=O)(=O)C1 (stereo unspecified),0%,-2%,-5%,2,-4%,16µM*,-9%,0%,?,-5%,2%
COc1ccccc1-c1nnc(SCC(=O)Nc2cc(C)on2)o1,1%,0%,2%,-5,30%,-33%,·,·,?,-2%,·
O=C1NC(=O)c2cc(NC(=O)C3CCCCC3)ccc21,13%,5%,24%,-15,-5%,30%,-13%,-2%,4%,-2%,0%
Cn1c(=O)n(Cc2ccccc2F)c(=O)c2c1nc1n2CCCN1CCc1ccccc1,-2%,10%,-5%,-6,0%,-6%,?,0%,-4%,3%,-10%
COc1ccccc1NC(=O)c1cc(C(=O)Nc2ccccc2OC)cc(N2C(=O)CCC2=O)c1,?,0%,·,-6,-13%,-16%,?,0%,-4%,-2%,-5%
CCOC(=O)[C@H]1[C@H]2COc3ccccc3[C@@H]2N2C(=O)c3cc(OC)c(OC)cc3NC(=O)[C@@]12C,·,-1%,·,-2,·,·,?,-7%,·,1%,-4%
Cc1ccccc1N(CC(=O)NCc1ccc2c(c1)OCO2)C(=O)CCC(=O)Nc1ccccn1,3%,-1%,-11%,14,0%,-22%,-19%,0%,1%,-1%,0%
COc1ccc(NC(=O)c2cc(CC(C)C)nc3ccccc23)cc1,8%,-6%,-3%,-5,-4%,?,23µM*,0%,26%,-2%,-4%
Cc1ccccc1OCCCCn1c(CO)nc2ccccc21,-12%,-12%,-2%,-3,0%,-37%,?,-11%,-4%[10 µM],15%,-9%
CN1CCN(C(=O)CCN2C(=O)S/C(=C/c3ccc(Cl)cc3)C2=O)CC1,-1%,?,9%,7,-12%,23%,6%,6%,8%,2%,2%
Cc1nn(C)cc1/C=N/NC(=O)Cn1nnc(N)n1,·,0%,1%,3,0%,4%,10%,1%,-4%,-2%,-6%
CN(C)N1C(N)=C(C#N)C(c2ccc(F)cc2)C2=C1CCCC2=O (stereo unspecified),13%,3%,8%,15,·,6%,26%,-1%,5%,0%,-2%
O=C(NCC(=O)N1CCN(Cc2ccccc2)CC1)c1ccc(Br)cc1,·,2%,?,7,-4%,17%,?,-4%,-17%,-2%,0%
COCCc1nn2c(=O)cc(COC(=O)c3cc(OC)c(OC)c(OC)c3)nc2s1,·,1%,-3%,-2,·,-34%,9%,-1%,1%,2%,-6%
Cc1ccc(C2C(/C=C3/SC(=S)NC3=O)=C(c3cccs3)Oc3ccccc32)cc1 (stereo unspecified),?,1%,2%,-8,2%,-29%,?,3%,-2%,14%,-7%
Nc1ccccc1-c1n[nH]c(=S)s1,10%,?,214%[activator],2,-4%,?,0%,2%,-1%,23%,0%
COc1cc2[nH]c(=O)n(CCCCCC(=O)NCCc3c[nH]c4ccccc34)c(=O)c2cc1OC,-6%,0%,-4%,0,9%,-18%,?,1%,-2%,0%,-5%
N#Cc1c(-c2ccccc2)nc(SCC(=O)N(c2ccccc2)c2ccccc2)[nH]c1=O,33%[activator],4%,?,-4,-18%,2%,6%,-1%,-15%,-6%,11%
CC1(C)CC(NC(=O)c2ccccn2)CC(C)(C)N1O,2%,2%,-4%,-10,-1%,-12%,4%,1%,-14%,3%,-2%
COc1ccc(CCC(C(O)C(F)(F)F)S(=O)c2ccccc2)cc1 (stereo unspecified),-17%,4%,-3%,2,4%,4%,-11%,-3%,12%,0%,0%
Cc1cc(C)c(C)c(OCCCOc2cccc3cccnc23)c1,9%,-3%,·,-31,4%,?,-14%,2%,-94%,1%,-16%
COc1ccc(CCNC(=O)/C(=C/c2cccnc2)NC(=O)c2ccccc2)cc1OC,0%,-2%,15%,14,1%,-3%,0%,1%,-2%,8%,-1%

# Two entries from above, set out differently:
> Cc1ccc(-n2c(CNc3ccc(F)cc3)nnc2SCC(=O)NCc2ccco2)cc1
  Menin-MLL TR inh: -1%
  FLuc modulator: 1%
  MBNL1-CUG inh: -8%
  KCNH2 3.1 inh: 2
  PKM2 activator: ?
  RORg inh: 15%
  ELG1 DNA repair: -1%
  NPC1 prom act: -2%
  Gal4-VP16 FLuc: 9%
  Mito fusion act: -1%
  Rab9 promoter act: -3%

> O=[N+]([O-])c1ccc(CS(=O)(=O)c2ccc(Cl)cc2)cc1
  Menin-MLL TR inh: 16%
  FLuc modulator: 1%
  MBNL1-CUG inh: ?
  KCNH2 3.1 inh: 11
  PKM2 activator: ·
  RORg inh: 19%
  ELG1 DNA repair: -11%
  NPC1 prom act: -3%
  Gal4-VP16 FLuc: -19%
  Mito fusion act: 1%
  Rab9 promoter act: -1%

# Some of the compounds tested. The share of hits here may be higher or lower than overall.
